mABHD4 FP: ABHD4 (mouse) inhibition, primary FP screen. 370,000 tested, 0.54% active. Q8VD66. purified mABHD4, FP-Rh probe fluorescence polarization. inhibition, % at 8.92 µM;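 active = inhibition exceeding the mean over every tested compound plus 3 SD, cut at about 30% in these data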;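 note: 0% = plate median of compound wells and 100% = S159A mutant with DMSO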
Target sequence (Q8VD66 whole entry, looked up): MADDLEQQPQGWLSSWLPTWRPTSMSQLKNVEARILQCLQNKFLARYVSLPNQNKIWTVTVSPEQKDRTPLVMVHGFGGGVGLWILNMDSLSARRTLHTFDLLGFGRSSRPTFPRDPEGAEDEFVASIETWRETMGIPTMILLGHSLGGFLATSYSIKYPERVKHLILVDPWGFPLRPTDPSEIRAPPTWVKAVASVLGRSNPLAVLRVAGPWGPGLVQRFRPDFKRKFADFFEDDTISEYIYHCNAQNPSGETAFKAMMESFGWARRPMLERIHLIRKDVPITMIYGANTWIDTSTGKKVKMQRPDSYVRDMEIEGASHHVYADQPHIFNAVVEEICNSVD
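Test system: mABHD4 protein | Buffer or medium: HEPES pH 7.0 buffer, 150 mM NaCl, 0.01% Pluronic F-127 | Probe or stimulus: FP-Rh fluorescent activity-based probe, added after compound pre-incubation | Timing: Pre-incubation 45 min, probe exposure 60 min, at 25 °C | Technique: Fluorescence polarization, excitation 525 nm, emission 598 nm, BODIPY TMR filters | Repeats: Single well per compound (singlicate)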
rCAG RNA binder: binds r(CAG) RNA repeats. r(CAG) RNA repeat, TO-PRO-1 dye displacement fluorescence. inhibition, % at 3 µM. 370,000 tested, 1.3% active;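 active = inhibition above the plate cutoff, the mean of all test compounds on that plate plus 3 SD, cut at about 35% in these data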;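 note: 0% = DMSO alone and 100% = 100 µM mitoxantrone as full dye displacement; higher means more dye released from RNA so lower well fluorescence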
MBD2 inh: blocks human MBD2 binding to methylated DNA. Q9UBB5. TR-FRET, MBD2 binding to methylated oligonucleotide. inhibition, % at 4.4 µM. 370,000 tested, 0.31% active. AID 686964; in the data active = inhibition above about 13%
TCR-CD3 inh: inhibitors of human TCR-CD3 interaction; 360,000 tested, 0.37% active; inhibition, % at 9.4 µM; TAMRA-labeled TCR probe fluorescence, biochemical; in the data active = inhibition above about 19%;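 note: recombinant mutant TCR 2C K166C tagged with TAMRA read by polarization; 0% = receptor in buffer alone and 100% = receptor with positive control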
HTRA1 inh: HTRA1 (human) protease inhibition; Q92743; recombinant HTRA1, FP-rhodamine activity-based probe, fluorescence polarization; inhibition, % at 5.96 µM; 340,000 tested, 0.5% active; AID 504803; in the data active = inhibition above about 36%;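 note: 0% = enzyme with DMSO and 100% = wells lacking enzyme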
Target sequence (Q92743 whole entry, looked up): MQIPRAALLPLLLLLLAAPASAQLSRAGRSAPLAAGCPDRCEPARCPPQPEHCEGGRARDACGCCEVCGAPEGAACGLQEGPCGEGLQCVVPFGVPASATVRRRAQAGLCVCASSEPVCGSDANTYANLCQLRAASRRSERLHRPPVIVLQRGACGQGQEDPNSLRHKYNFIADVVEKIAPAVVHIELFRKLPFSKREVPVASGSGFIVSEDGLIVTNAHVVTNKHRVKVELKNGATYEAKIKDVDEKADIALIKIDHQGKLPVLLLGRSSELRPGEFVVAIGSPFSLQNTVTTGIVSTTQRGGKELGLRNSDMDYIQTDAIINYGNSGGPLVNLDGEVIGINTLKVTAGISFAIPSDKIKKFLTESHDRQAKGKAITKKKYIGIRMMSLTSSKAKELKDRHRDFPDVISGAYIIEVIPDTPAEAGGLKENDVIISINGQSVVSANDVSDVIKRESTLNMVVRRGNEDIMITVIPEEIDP
NPR1 activator: GC-A (human) enzyme activation. P16066. HEK293 GC-A cells, cGMP TR-FRET, EC30 ANP; 0% at EC30 ANP, 100% saturating ANP. activation, % at 10 µM. 370,000 tested, 0.14% active. AID 1671463; in the data active = activation above about 40%
NPR2 activator: GC-B (human) receptor activation; HEK293-GC-B cells, CNP EC30, cGMP TR-FRET; 0% at EC30 CNP, 100% saturating CNP; P20594; AID 1920062; activation, % at 10 µM; 370,000 tested, 0.11% active;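 active = activation at 10 µM reaching about 35% in either raw or pattern-adjusted values, limit read from the data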
PRMT1 inh: blocks human protein arginine methyltransferase 1; recombinant PRMT1, activity-based probe fluorescence polarization; inhibition, % at 2.79 µM; 370,000 tested, 1.3% active; AID 652257;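 active = inhibition above about 21% made by adding two undisclosed values, limit read from the data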
SIAE inh: human SIAE inhibition, primary screen | Q9HAT2 | SIAE FP-Rh probe binding, fluorescence polarization | inhibition, % at 9.66 µM | 370,000 tested, 0.69% active | AID 1053197;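 active = inhibition above a cutoff: mean of compounds within the control limits plus 3 SD of those, cut at about 17% in these data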;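 note: 0% = plate median of compound wells and 100% = probe without SIAE protein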
UHRF1 binding: blocks human UHRF1 binding to methylated DNA; Q96T88; UHRF1 binding to methylated oligo, TR-FRET; inhibition, % at 4.4 µM; 370,000 tested, 0.75% active; AID 687016; in the data active = inhibition above about 21%;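 note: UHRF1 SRA domain binding a hemimethylated CpG hairpin DNA probe; 0% = median of test compound wells and 100% = reference inhibitor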
Starred values were filed as active, the others as inactive. These rows are one share of the data. The share of hits here may be higher or lower than overall.

SMILES	mABHD4 FP	rCAG RNA binder	MBD2 inh	TCR-CD3 inh	HTRA1 inh	NPR1 activator	NPR2 activator	PRMT1 inh	SIAE inh	UHRF1 binding
C[C@@H]1CN([C@H](C)CO)C(=O)CCCn2nncc2CO[C@H]1CN(C)C(=O)c1ccccc1	-0.5	1.6	-0.8	5.3	2.7	1.0	-3.2	2.0	-4.7	0.7
O=C(NC(=S)Nc1ccc(CN2CCOCC2)cc1)c1cccc([N+](=O)[O-])c1	0.2	0.0	5.3	-1.3	0.6	1.5	3.4	6.1	4.8	1.9
Cc1c(CC(=O)O)c(=O)oc2cc3occ(-c4ccccc4)c3cc12	2.0	21.0	-2.5	9.2	1.5	-3.0	6.5	1.6	-12.6	-3.1
CCOc1ccc(C(=O)NCC2CCCN2S(=O)(=O)c2cccs2)cc1 (stereo not given)	-3.8	-0.1	-3.3	6.2	-3.3	4.4	-2.1	-9.2	7.0	-2.5
COC(=O)CN(c1nc(C)c(Br)c(OC)n1)S(=O)(=O)c1ccccc1	-3.2	-1.7	-4.6	11.5	-2.5	-24.5	-20.2	-7.6	-2.0	-2.7
O=C(NNC(=O)C12CC3CC(CC(C3)C1)C2)c1ccccn1	-0.3	-1.6	3.8	-7.1	-1.7	4.7	7.3	3.5	-4.3	1.0
CCc1cc(C(=O)O)c(NC(=O)/C=C/c2ccc(OC)cc2)s1	4.2	24.9	-3.6	7.0	-4.6	-0.5	-1.6	0.1	-19.5	-1.5
Cc1ccccc1COC(=O)CCC1=NS(=O)(=O)c2ccccc2N1	2.7	4.6	0.1	6.4	-3.6	6.3	-2.5	-3.1	0.9	-1.7
CSCC[C@H](NC(=O)OC(C)(C)C)C(=O)N/N=C/c1cccc2nccnc12	-1.5	-3.4	-0.5	-7.8	0.8	-1.9	-3.9	-1.3	-3.6	-3.2
Clc1ccc(OCCCN2CCCC2)cc1Cl	12.6	2.9	-1.3	1.2	-5.4	-0.3	-4.2	0.2	-0.1	2.6
C[C@H](CO)N1C[C@H](C)[C@@H](CN(C)C(=O)c2ccccc2)OCc2cnnn2CCCC1=O	3.1	1.8	-1.2	-3.2	-2.8	1.5	4.2	5.4	4.2	2.0
c1ccn2c(SCc3ccc4c(c3)OCO4)nnc2c1	-3.9	1.6	1.0	-2.6	-1.5	-0.1	-2.2	0.0	-1.1	1.1
O=C(CN(c1ccccn1)S(=O)(=O)c1ccc(F)cc1)Nc1ccccc1	-0.1	-1.4	3.9	5.0	4.3	2.9	3.0	-1.6	-2.4	13.2
CCN(CC)CCCNC(=O)COc1ccc2oc3c(c2c1)CCCC3	2.3	3.3	9.7	-7.2	3.7	-0.8	-2.6	6.0	-6.4	1.6
CCc1ccc(/C=C2\Oc3cc(OC(=O)N4CCOCC4)ccc3C2=O)cc1	21.1	0.4	7.2	-7.4	3.8	-10.1	-4.2	-1.1	0.2	6.1
CC(NC(=O)c1ccco1)C(c1cccs1)N1CCN(c2ccccc2)CC1 (stereo not given)	3.8	7.1	-5.0	5.3	-9.9	0.3	4.5	-5.8	0.2	-0.2
CC(C)c1ccc(NC2=NCC(=O)N2Cc2cccs2)cc1	4.7	-8.2	-1.8	-3.7	-7.4	9.5	10.9	-2.3	-1.7	-2.0
CCc1nnc(N/N=C/c2ccccc2F)n1N	3.9	-2.1	1.0	-1.5	-9.1	-2.0	-6.1	2.6	0.1	8.0
Clc1cccc(Oc2cnc3ccccc3n2)c1	0.3	-2.7	-4.3	4.2	-1.0	0.9	-0.9	-3.1	-0.5	-1.6
O=C(NCC(c1ccco1)N1CCOCC1)c1ccccc1 (stereo not given)	-2.6	-0.8	0.8	-1.1	4.6	-0.1	-1.8	-3.2	7.0	3.4
Cc1cc(Cl)c(S(=O)(=O)Nc2ccc3c(c2)OCO3)cc1OCC(=O)NC1CCCCC1	29.6*	1.9	-2.6	0.2	-14.2	-17.0	-15.7	3.2	-1.9	4.3
O=C(N=Nc1c(O)[nH]c2ccc(Br)cc12)c1cc(-c2cccs2)nc2ccccc12	2.4	5.8	0.5	5.8	-3.3	-0.5	-7.3	0.2	-5.9	0.1
CSc1nc(N)c(C(=O)NC2CCCCC2)s1	-6.5	2.4	8.0	4.5	-2.6	-1.4	-1.8	12.2	0.6	1.9
O=CN/C=C/c1cccc(O)c1	-7.8	3.4	-7.5	4.1	8.3	1.5	-0.5	-5.5	-0.1	0.8
Cc1ccc(-c2nc(CS(=O)CC(=O)N3CCN(c4ccc(F)cc4)CC3)c(C)o2)cc1 (stereo not given)	0.2	-4.7	3.8	-1.4	-1.9	9.8	-1.3	4.3	0.3	1.5
CCN(CC)CCCNc1nc(N)c([N+](=O)[O-])c(NCCO)n1	-0.9	-2.5	-3.6	-8.0	9.7	-3.0	-7.2	-2.3	0.2	3.0
C#CC[N+](CC)(CC)CC#Cc1cccc(Cl)c1	4.9	3.1	7.0	3.5	-1.1	0.8	4.4	2.4	5.0	-1.4
CCC(=O)c1ccc(OCC(=O)N(CC)CC2COc3ccccc3O2)cc1 (stereo not given)	-9.6	-5.6	1.6	-4.5	-5.7	-5.4	-9.6	2.1	-7.2	2.7
CCOC(=O)C1=CN(Cc2ccco2)S(=O)(=O)N(C)C1c1ccc(C(F)(F)F)cc1 (stereo not given)	-7.9	4.0	2.5	5.4	-18.9	-3.4	2.9	8.0	-4.8	-0.3
O=C(CCN1C(=O)C2C3CCC(C3)C2C1=O)Nc1ccc(F)cc1 (stereo not given)	0.4	-1.1	0.2	-2.2	11.8	0.3	5.0	2.4	3.8	-0.2
Cn1c(=O)cc(SCC(=O)Nc2cccnc2)c2ccccc21	3.4	-1.3	2.5	7.0	6.9	1.9	-4.2	-5.2	-5.7	-3.1
Cc1[nH]c(=O)[nH]c(=O)c1NC(=O)c1ccccc1[N+](=O)[O-]	-1.3	-1.1	4.8	-5.2	-0.3	0.6	5.3	3.3	3.2	0.4
CCc1ccc(/C=N/NC(=O)c2cc(-c3ccccc3OC)nc3ccccc23)s1	-48.7	15.9	0.2	-0.2	19.2	2.4	0.8	2.1	-25.6	0.7
Cc1cc(NC(=O)c2ccccc2F)n(-c2nc3ccccc3[nH]2)n1	-6.9	6.0	9.6	2.7	-12.1	19.2	-1.6	1.9	-10.3	-0.6
COc1ccccc1CNC(=O)C(=O)NCCC1CCCCN1S(=O)(=O)c1ccc(C)cc1 (stereo not given)	-3.9	-10.0	1.4	-3.6	-26.9	-0.4	-0.4	1.1	-4.3	2.6
CCN(CC(=O)Nc1c(F)cccc1F)C(=O)CCCN1C(=O)c2cccc3cccc(c23)C1=O	-8.2	2.5	4.1	-0.3	8.8	-2.3	-3.3	2.3	0.7	1.5
COC(=O)C(C)Oc1ccc(-c2nccc(-c3ccccn3)n2)cc1 (stereo not given)	-0.1	-7.2	0.1	-2.0	-7.1	-3.0	2.7	-1.9	-2.9	0.8
O=C(CNC(=O)c1ccc(F)cc1)c1ccccc1	-4.1	7.6	-3.5	5.5	0.2	3.6	6.8	-3.2	0.0	3.1
Cn1c(CO)cnc1S(=O)(=O)Cc1c(Cl)cccc1Cl	3.0	0.1	3.0	2.1	-3.6	1.1	3.6	3.8	-6.6	1.4
CCOc1ccc(NC(=O)CCC(=O)NNC(=O)c2ccco2)cc1	-1.6	-0.4	-0.2	1.6	6.4	3.4	2.1	-2.7	-4.5	2.6
CC1CN(C(=O)c2ccc(Cl)c(S(=O)(=O)NCc3ccco3)c2)CC(C)O1 (stereo not given)	5.3	-0.3	-4.2	-5.4	-0.2	-0.3	1.5	2.6	6.8	-2.0
N#CCc1c(C#N)c(N)nc(N2CCN(C=O)CC2)c1C#N	4.2	5.2	2.6	2.8	8.1	5.9	2.6	35.5*	-3.5	-1.8
COCC(C)Nc1ncnc2c1cnn2-c1ccc(Cl)cc1 (stereo not given)	-22.1	5.5	9.0	-0.1	-6.7	25.9	2.1	3.3	-9.1	4.6
